Pyk2 oligo antag: antagonists of human Pyk2 oligomerization; 0.83% of 99,000 active; z-score (the deposit names both 25 µM and 10 µM); Q293 cells, Pyk2 FERM NanoBiT luminescence; stronger effect = lower value;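 active means Z-score of -3 or lower, scaled per plate to the spread of control and sample wells; inactive means z-score above -3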;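 further: negative z-score means lost luminescence so less FERM oligomerization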
CYP2C19 inh: human CYP2C19 inhibition | 21% of 96,000 active | CYP2C19 Supersomes, luciferin-H EGE luminescence, 30 min | P33261 | inhibition, % at 5 µM;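 active means CYP2C19 inhibition above a set limit at 5 µM in the primary screen, cut at about 50% in these data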;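 further: plate controls were negative control wells for no effect and 2.5 mM tranylcypromine positive control for full effect; values of inactives mirror those of a sister screen read the other way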
PLAP act: activators of human placental alkaline phosphatase; purified PLAP enzyme, luminescent substrate read-out; stronger effect = higher value; activation fold at 20 µM; 1.2% of 96,000 active; AID 696; in the data active means activation fold above about 2
Target sequence (P05187 whole entry, looked up): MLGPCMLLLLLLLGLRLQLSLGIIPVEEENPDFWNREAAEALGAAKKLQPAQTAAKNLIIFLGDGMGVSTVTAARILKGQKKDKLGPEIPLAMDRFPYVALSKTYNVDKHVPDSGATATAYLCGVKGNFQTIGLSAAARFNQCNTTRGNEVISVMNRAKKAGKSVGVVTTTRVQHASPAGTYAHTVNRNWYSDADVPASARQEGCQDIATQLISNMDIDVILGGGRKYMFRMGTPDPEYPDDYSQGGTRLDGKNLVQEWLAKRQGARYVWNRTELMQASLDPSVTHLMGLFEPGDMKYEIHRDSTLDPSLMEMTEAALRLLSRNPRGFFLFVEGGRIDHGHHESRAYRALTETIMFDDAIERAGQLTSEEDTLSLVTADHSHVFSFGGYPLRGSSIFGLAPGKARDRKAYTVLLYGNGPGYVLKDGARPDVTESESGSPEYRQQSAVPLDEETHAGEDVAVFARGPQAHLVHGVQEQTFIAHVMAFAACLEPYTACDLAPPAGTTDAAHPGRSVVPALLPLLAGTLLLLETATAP
PostGolgi yeast: growth inhibition of a yeast mutant, post-Golgi transport screen. post-Golgi transport phenotypic cell assay. inhibition, % at 10 µM. 0.9% of 98,000 active; in the data active means inhibition above about 30%;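 further: yeast cells grown in 1536-well plates; yeast grown about 18 h at 30C before absorbance read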
EphB4 antag: EphB4-ephrin-B2 interaction antagonism | 0.15% of 97,000 active | inhibition, % at 7 µM | AID 720 | EphB4 LBD / TNYL-RAW-Alexa532 peptide, fluorescence polarization;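 active means inhibition above the screen-wide mean inhibition plus 3 SD, cut at about 15% in these data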;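 further: 0% = DMSO wells and 100% = excess unlabeled TNYL-RAW peptide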
Ecoli WT expand: E. coli BW25113 growth inhibition, expanded screen; OD600 absorbance; growth inhibition, % at 100 µM; 0.15% of 98,000 active; AID 710;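 active means growth inhibition above about 50% at one test dose, limit read from the data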;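 further: growth measured after 20 h incubation at 37 °C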
CYP2C9 inh: blocks human cytochrome P450 2C9; P11712; CYP2C9 Supersomes, luciferin-H conversion, luminescence; inhibition, % at 5 µM; 20% of 96,000 active; AID 777;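 active means blocking of liver enzyme CYP2C9 beyond about 50% at 5 µM, limit read from the data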; further: values of inactives mirror those of a sister screen read the other way
Target sequence (P11712 whole entry, looked up): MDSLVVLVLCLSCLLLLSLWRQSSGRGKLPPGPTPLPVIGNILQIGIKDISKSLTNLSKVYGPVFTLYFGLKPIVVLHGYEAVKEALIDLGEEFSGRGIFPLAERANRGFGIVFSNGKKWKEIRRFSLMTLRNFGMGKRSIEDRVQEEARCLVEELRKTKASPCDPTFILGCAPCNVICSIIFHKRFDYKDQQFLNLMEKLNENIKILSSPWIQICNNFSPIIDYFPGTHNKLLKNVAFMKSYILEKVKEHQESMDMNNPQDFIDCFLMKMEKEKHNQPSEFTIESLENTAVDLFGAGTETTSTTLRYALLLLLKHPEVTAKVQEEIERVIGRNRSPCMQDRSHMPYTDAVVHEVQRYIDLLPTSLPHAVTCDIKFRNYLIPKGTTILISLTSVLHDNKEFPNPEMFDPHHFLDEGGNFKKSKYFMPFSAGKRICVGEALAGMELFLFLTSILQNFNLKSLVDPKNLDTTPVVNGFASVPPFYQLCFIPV
CYP2C19 activ: increases human CYP2C19 enzyme activity. P33261. recombinant CYP2C19, luciferin-H EGE luminescence; stronger effect = higher value; 0 = fully inhibited enzyme, 1 = untreated enzyme. activation factor at 5 µM. 96,000 tested, under 10 active. AID 1025;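 active means activation factor of at least 2 at 5 µM in the primary screen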;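 further: 0 = wells with 2.5 mM tranylcypromine and 1 = vehicle-only wells; values of inactives mirror those of a sister screen read the other way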
CYP2C9 activ: activators of human CYP2C9. P11712. recombinant CYP2C9, luciferin-H conversion, luminescence; stronger effect = higher value; factor 1 = untreated enzyme, 0 = blocked. activation factor at 5 µM. 1.4% of 96,000 active. AID 1024;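 active means activation factor of 2 or more for CYP2C9 at a 5 µM dose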;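 further: 0 = sulfaphenazole-blocked wells and 1 = vehicle-only wells; values of inactives mirror those of a sister screen read the other way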
Starred values were filed as active, the others as inactive; . = not tested or not shown.

SMILES | Pyk2 oligo antag | CYP2C19 inh | PLAP act | PostGolgi yeast | EphB4 antag | Ecoli WT expand | CYP2C9 inh | CYP2C19 activ | CYP2C9 activ
CCn1c(=O)cc(OCC(=O)NCCCN2CC(C)CC(C)C2)c2ccccc21 (stereo not drawn) | 0.66 | 6 | 1.6 | -2 | 4 | -3 | 6 | 0.9 | 0.9
O=C(NC(=S)Nc1ncc(Br)cc1Br)c1cncc(Br)c1 | 0.01 | -14 | 1.1 | 5 | 5 | -3 | -11 | 1.1 | 1.1
COc1ccc(OC)c(S(=O)(=O)n2nnc3cc(Cl)ccc32)c1 | 0.89 | -1 | 1.2 | -4 | 4 | 0 | -4 | 1 | 1
COc1ccccc1-c1cc(C(=O)Nc2sc3c(c2C#N)CCC(C)C3)c2ccccc2n1 (stereo not drawn) | -2.1 | 2 | 1.5 | -2 | 4 | -6 | 7 | 1 | 0.9
CCC(c1nnnn1Cc1ccco1)N1CCN(c2cc(Cl)ccc2C)CC1 (stereo not drawn) | -0.16 | 19 | 1.6 | 4 | -2 | -10 | 59* | 0.8 | 0.4
O=C(NCCc1ccncc1)Nc1ccc(Cl)cc1 | 0.78 | 97* | 1.1 | -8 | -1 | 35 | 96* | 0 | 0
O=S(Cc1cc(Sc2ccccc2)nc(-c2ccccc2)n1)c1ccccc1 (stereo not drawn) | -1.2 | 98* | 0.8 | 13 | 7 | -20 | 94* | 0 | 0.1
CCCc1cc(=O)oc2cc(C)cc(OC(=O)c3ccco3)c12 | -2.2 | 8 | 0.8 | -5 | -4 | -7 | 3 | 0.9 | 1
O=C(NCc1ccccc1F)c1ccc2c(c1)OCO2 | -0.29 | 73* | 0.8 | -1 | 1 | 2 | 10 | 0.3 | 0.9
O=S(=O)(Nc1ncccc1O)c1ccc(Cl)cc1 | 0.19 | 86* | 0.9 | 2 | 6 | 2 | 18 | 0.1 | 0.8
CCCn1c(C)cc(C(=O)COC(=O)c2c(C)nn(-c3ccccc3)c2C)c1C | 1.1 | 89* | 1.5 | -11 | 0 | -14 | -31 | 0.1 | 1.3
CC(C)OC(=O)Cn1cnc2ccc(Br)cc2c1=O | 0.21 | 68* | 1.1 | -5 | 2 | -8 | 38 | 0.3 | 0.6
CC1(C)CSC(=S)N1S(=O)(=O)c1ccccc1 | -0.72 | 75* | 0.8 | -3 | -7 | 11 | 31 | 0.2 | 0.7
CCN(CC)c1ccc(CN2CCCCCC2)cc1 | 1.2 | -7 | 1.1 | -4 | -2 | 15 | -7 | 1.1 | 1.1
Cc1nc(NCCCO)c(C#N)c2c1COC(C)(C)C2 | 1.6 | 10 | 0.9 | -2 | 0 | 2 | 5 | 0.9 | 1
CC(=O)c1ccc(NCC(=O)N2CCN(c3ccccc3)CC2)cc1 | 1.9 | 58* | 1.3 | -4 | 4 | -3 | 23 | 0.4 | 0.8
CN(C)c1ccc2c(O)cc(=O)n(C)c2c1 | 0.09 | -4 | 0.9 | -1 | 7 | 0 | 0 | 1 | 1
COc1ccc(C(C)(C)C)cc1NC(=O)Nc1ccc2c(c1)OCO2 | -0.97 | . | . | 5 | 9 | -4 | . | . | .
Cc1cccc(C)c1NC(=O)CSc1nnnn1-c1ccc(C(=O)O)cc1 | 0.38 | -3 | 1 | 1 | 3 | 3 | 3 | 1 | 1
COC(=O)C(CC(C)C)NC(=O)C(N)Cc1ccccc1 (stereo not drawn) | -0.54 | -5 | 1.1 | 1 | 4 | 3 | -8 | 1.1 | 1.1
CCOc1ccc2c(c1)c1nnc(SCC(=O)N3CCC(C)CC3)nc1n2C | 0.6 | 43 | 1.4 | -5 | -2 | -1 | 30 | 0.6 | 0.7
CC(C)[C@H](NC(=O)NCCc1ccc(Cl)cc1)C(=O)O | 0.04 | -4 | 1 | 13 | 6 | -1 | 12 | 1 | 0.9
COCCn1c(C)cc(C(=O)COC(=O)C23CC4CC(CC(O)(C4)C2)C3)c1C | 0.23 | -5 | 1.2 | 5 | 2 | -4 | -41 | 1.1 | 1.4
COC(=O)c1c(-c2ccc(OC)c(OC)c2)csc1N | 1.2 | 60* | 1.7 | 10 | -6 | -1 | 46 | 0.4 | 0.5
CCC(=O)Nc1cccc(NC(=S)NC(=O)c2ccccc2Cl)c1 | 0.27 | 28 | 0.9 | 0 | 1 | 4 | -154 | 0.7 | 2.5*

(list continues)
SMILES | Pyk2 oligo antag | CYP2C19 inh | PLAP act | PostGolgi yeast | EphB4 antag | Ecoli WT expand | CYP2C9 inh | CYP2C19 activ | CYP2C9 activ
COc1ccc(S(=O)(=O)N2CCCC(C(=O)NC3CCCCC3)C2)cc1 (stereo not drawn) | 0.78 | 1 | 1.1 | -2 | 3 | 1 | -31 | 1 | 1.3
CC(=O)NC(CCS(C)(=O)=O)C(=O)Nc1cc(C)ccc1C (stereo not drawn) | . | 4 | 1 | -21 | . | 0 | 21 | 1 | 0.8
CCOC(=O)c1[nH]c2ccc(OC)cc2c1NC(=O)CCN1CCc2ccccc2C1 | -0.02 | 6 | 1.5 | 8 | 0 | 2 | 21 | 0.9 | 0.8
NC(=O)SCC(=O)Nc1cccc(Cl)c1 | -0.26 | 43 | 1.5 | -8 | -4 | -6 | 18 | 0.6 | 0.8
COc1ccc(C(=O)Cn2nnc(-c3ccccc3F)n2)cc1 | 1.2 | 55* | 1 | -2 | 1 | -6 | -41 | 0.5 | 1.4
CCn1c(SCC(=O)Nc2nc(-c3ccccc3)cs2)nnc1-c1ccccc1 | -0.95 | 94* | 2* | 9 | -4 | -19 | 96* | 0.1 | 0
O=C(CSc1nnc(-c2ccc(NS(=O)(=O)c3ccccc3)cc2)o1)NCC1CCCO1 (stereo not drawn) | -0.41 | 46 | 1.4 | -12 | 2 | 3 | 92* | 0.5 | 0.1
Cc1cc(N/C=C/C(=O)c2cccc3ccccc23)no1 | -0.26 | 57* | 0.9 | -8 | -2 | -5 | -33 | 0.4 | 1.3
C#CCSc1nc(Cc2ccc(Cl)cc2)nc2ccccc12 | -0.21 | 4 | 0.9 | -14 | -2 | -9 | 7 | 1 | 0.9
Cn1c(C(=O)NCCN2CCc3ccccc3C2)cc2c(=O)n(C)c3ccccc3c21 | . | 35 | 1.9 | -10 | 7 | -1 | 31 | 0.7 | 0.7
O=C(NCC1CCCO1)C1CCC(CNS(=O)(=O)c2ccccc2)CC1 (stereo not drawn) | 1.3 | -9 | 1 | -8 | 1 | 0 | -14 | 1.1 | 1.1
CCOC(=O)c1oc2ccccc2c1CSc1nnnn1-c1ccccc1 | -1.5 | 20 | 0.9 | 7 | -1 | -2 | 37 | 0.8 | 0.6
O=C(CCn1nc(-c2ccc(Cl)cc2)c2ccccc2c1=O)NCCN1CCOCC1 | -0.1 | 14 | 1.5 | -3 | 5 | 4 | 1 | 0.9 | 1
CCOC(=O)C1=C(C)NC(=O)NC1c1ccc(N(CC)CC)cc1 (stereo not drawn) | . | 17 | 0.9 | 1 | 5 | 1 | 52* | 0.8 | 0.5
C1CNCCOCCNCCN1 | 0.16 | -2 | 1.7 | 3 | 6 | -1 | -4 | 1 | 1
CC(C)COc1ccccc1C(=O)NC(CO)C(=O)O (stereo not drawn) | 0.41 | 0 | 1 | 2 | 3 | 0 | 14 | 1 | 0.9
CCOc1ccc(NC(=O)C2CC(=O)N3CCCN=C3S2)cc1 (stereo not drawn) | 0.44 | -6 | 0.8 | 0 | 6 | 0 | 5 | 1.1 | 0.9
CCNc1nnc(-c2ccccc2OC)s1 | . | 26 | 0.8 | 19 | -8 | 8 | -84 | 0.7 | 1.8
O=C(CSc1nc2c(sc3ccccc32)c(=O)n1CCCN1CCCC1)NCC1CCCO1 (stereo not drawn) | 0.19 | 11 | 1.7 | 1 | 3 | 3 | 2 | 0.9 | 1
COC(=O)N/N=C(\C)c1ccc(Br)cc1 | 0.44 | -2 | 0.8 | 1 | -5 | 13 | -2 | 1 | 1
CC1CCN(C(=O)N[C@@H](Cc2ccccc2)C(=O)O)CC1 | 0.9 | -8 | 0.9 | 2 | . | 4 | -15 | 1.1 | 1.1
O=C1CCN(S(=O)(=O)c2ccc(Cl)cc2)N1 | 0.37 | -4 | 1 | 6 | 5 | 5 | 3 | 1 | 1
O=C(OCc1c(Cl)cccc1Cl)c1cnccn1 | 1.3 | -9 | 1.1 | -2 | -6 | 2 | -10 | 1.1 | 1.1
O=C(N/N=C/c1cccc([N+](=O)[O-])c1)C1CC(=O)N(c2ccc(Cl)cc2)C1 (stereo not drawn) | -0.06 | 15 | 1 | -3 | -9 | -8 | 35 | 0.9 | 0.7
Nc1ccccc1-c1nnc(-c2ccc(-c3ccccc3)cc2)o1 | 0.33 | 20 | 0.8 | -8 | -1 | -9 | 40 | 0.8 | 0.6

The listing continues.
SMILES | Pyk2 oligo antag | CYP2C19 inh | PLAP act | PostGolgi yeast | EphB4 antag | Ecoli WT expand | CYP2C9 inh | CYP2C19 activ | CYP2C9 activ
Cc1ccc(S(=O)(=O)N2CCC(C(=O)N[C@H](C(=O)NCc3ccco3)C(C)C)CC2)cc1 | 1.2 | -3 | 1.1 | 1 | 1 | -12 | -13 | 1 | 1.1
COc1cccc(C(C)NC(=O)Nc2cccc(C(F)(F)F)c2)c1 (stereo not drawn) | -2.1 | 67* | 0.8 | 5 | -8 | 6 | 46 | 0.3 | 0.5
Cc1cc2nc(C)n(CCCNC(=O)Nc3cccc4ccccc34)c2cc1C | 0.31 | 46 | . | -2 | -4 | -2 | 57* | 0.5 | 0.4
COC(=O)NNC(=O)c1ccc(C)cc1 | 0.7 | -17 | 1 | -3 | 5 | 2 | -13 | 1.2 | 1.1
COc1ccc(OC)c2[nH]c(=O)c(CCNC(=O)c3ccc(Br)o3)cc12 | 0.26 | 77* | 1.1 | -4 | 5 | -11 | -58 | 0.2 | 1.6
COc1ccc(C2C(=O)N(CCc3ccccc3)CC(=O)N2C2CCCCC2)cc1 (stereo not drawn) | 0.07 | 14 | 1.8 | -6 | -6 | 0 | 30 | 0.9 | 0.7
c1ccc(Nc2cc(-c3ccccc3)nc3ncnn23)cc1 | -0.48 | 45 | 1.1 | 93* | -11 | -4 | 20 | 0.5 | 0.8
CCOc1ccc(CC(=O)Nc2c(C(=O)Nc3ccccc3)oc3ccccc23)cc1OCC | 0.12 | 48 | 0.9 | 0 | 0 | -7 | 40 | 0.5 | 0.6
COc1cccc(OCc2cc(/C=N/NC(=O)c3ccn[nH]3)ccc2OC)c1 | -2.6 | 26 | 1.5 | -1 | -1 | -3 | 41 | 0.7 | 0.6
CCOC(=O)NC(NC(=S)Nc1ccccc1[N+](=O)[O-])C(Cl)(Cl)Cl (stereo not drawn) | 0.91 | 98* | 0.9 | 6 | 3 | 8 | 93* | 0 | 0.1
O=C(CCN1C(=O)c2ccccc2C1=O)N1CCN(C(=O)c2ccccc2)CC1 | 1.4 | 8 | 1.3 | 4 | -7 | -5 | 20 | 0.9 | 0.8
CCC(=O)c1c[nH]c(C(=O)NCCCN2CCOCC2)c1 | 0.89 | -7 | 1.1 | -4 | 6 | -3 | -11 | 1.1 | 1.1
O=C(Cc1ccccc1)NCC(=O)OCC(=O)c1ccc(OC(=O)c2ccccc2)cc1 | 0.07 | 1 | 1 | 3 | -11 | -2 | 15 | 1 | 0.8
O=C1C=C(NCc2ccco2)C2(CCCCC2)O1 | -1.2 | 8 | 0.9 | -9 | 6 | 5 | 7 | 0.9 | 0.9

Filtered by structure: the entries above containing a COOH group.
SMILES | Pyk2 oligo antag | CYP2C19 inh | PLAP act | PostGolgi yeast | EphB4 antag | Ecoli WT expand | CYP2C9 inh | CYP2C19 activ | CYP2C9 activ
Cc1cccc(C)c1NC(=O)CSc1nnnn1-c1ccc(C(=O)O)cc1 | 0.38 | -3 | 1 | 1 | 3 | 3 | 3 | 1 | 1
CC(C)[C@H](NC(=O)NCCc1ccc(Cl)cc1)C(=O)O | 0.04 | -4 | 1 | 13 | 6 | -1 | 12 | 1 | 0.9
CC(C)COc1ccccc1C(=O)NC(CO)C(=O)O (stereo not drawn) | 0.41 | 0 | 1 | 2 | 3 | 0 | 14 | 1 | 0.9
CC1CCN(C(=O)N[C@@H](Cc2ccccc2)C(=O)O)CC1 | 0.9 | -8 | 0.9 | 2 | . | 4 | -15 | 1.1 | 1.1

High-throughput results: PubChem BioAssay, several laboratories
